Plk1 PBD FP = Plk1 polo box domain binding inhibitors, primary screen, biochemical, fluorescence polarization | inhibition, %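 (tested at about 20 µM)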 | Serine/threonine-protein kinase PLK1 (Homo sapiens), P53350 | 97,000 tested, 0.13% active | Plk1 PBD phosphopeptide binding | AID 693, 2007; in the data active = inhibition above about 34%, passing the limit was not always enough
CYP2C9 activ = human CYP2C9 activators, primary screen, biochemical, luminescence; Cytochrome P450 2C9 (Homo sapiens), P11712; activation factor at 5 µM; recombinant CYP2C9, luciferin-H conversion; active compounds read high; factor 1 = untreated enzyme, 0 = blocked; 96,000 tested, 1.4% active;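 active = activation factor of 2 or more for CYP2C9 at a 5 µM dose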;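 note: 0 = sulfaphenazole-blocked wells and 1 = vehicle-only wells; values of inactives mirror those of a sister screen read the other way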
Rev-RRE block = HIV-1 Rev-RRE binding inhibitors, primary screen, biochemical, FRET, protein-RNA interaction; Rev peptide-RRE RNA binding; inhibition, % at 8 µM; 97,000 tested, 0.79% active; AID 704, 2007;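 active = inhibition above the screen-wide mean plus 3 SD, cut at about 35% in these data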;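 note: 0% = median DMSO wells and 100% = median Neomycin B control wells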
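Material: labelled RRE RNA duplex and labelled Rev peptide / Buffer or medium: HEPES pH 7.5 salt buffer with EDTA / Compound dosing: single point, 8 µM final nominal compound concentration / Benchmarks: DMSO low control, neomycin B high control / Timing: 5 min preincubation and 15 min binding, 25 °C / Technique: FRET fluorescence readout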
CYP2C9 inh = blockers of cytochrome P450 2C9 activity – biochemical, luminescence, ADME assay, primary screen | CYP2C9 Supersomes, luciferin-H conversion | inhibition, % at 5 µM | 96,000 tested, 20% active | AID 777, 2007;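 active = blocking of liver enzyme CYP2C9 beyond about 50% at 5 µM, limit read from the data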; note: values of inactives mirror those of a sister screen read the other way
EphB4 antag = EphB4-ephrin-B2 interaction antagonists, primary screen, biochemical, TNYL-RAW peptide probe, fluorescence polarization. EphB4 LBD / TNYL-RAW-Alexa532 peptide. inhibition, % at 7 µM. 97,000 tested, 0.15% active;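 active = inhibition above the screen-wide mean inhibition plus 3 SD, cut at about 15% in these data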;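 note: 0% = DMSO wells and 100% = excess unlabeled TNYL-RAW peptide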
PLAP activator = PLAP enzyme activators, biochemical, luminescence, HTS; activation fold at 20 µM; Alkaline phosphatase, placental type (Homo sapiens), P05187; AID 696, 2007; 96,000 tested, 1.2% active; purified PLAP enzyme, luminescent substrate read-out; active compounds read high; in the data active = activation fold above about 2
Target sequence (P05187 whole entry, looked up): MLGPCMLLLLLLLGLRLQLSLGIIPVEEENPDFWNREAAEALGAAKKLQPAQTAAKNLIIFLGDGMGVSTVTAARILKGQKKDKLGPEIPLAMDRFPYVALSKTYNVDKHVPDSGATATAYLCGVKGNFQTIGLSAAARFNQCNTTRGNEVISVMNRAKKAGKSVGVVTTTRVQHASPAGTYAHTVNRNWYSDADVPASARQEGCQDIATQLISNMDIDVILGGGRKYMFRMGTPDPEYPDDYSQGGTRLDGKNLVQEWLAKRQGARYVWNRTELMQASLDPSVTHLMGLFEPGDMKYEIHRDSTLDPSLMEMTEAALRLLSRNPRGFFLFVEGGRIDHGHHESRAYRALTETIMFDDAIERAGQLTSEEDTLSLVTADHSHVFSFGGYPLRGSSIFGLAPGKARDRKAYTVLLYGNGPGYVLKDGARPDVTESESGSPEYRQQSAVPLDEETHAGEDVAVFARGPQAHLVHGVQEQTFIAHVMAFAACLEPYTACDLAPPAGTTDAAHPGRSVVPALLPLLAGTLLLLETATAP
CYP2C19 inh = blockers of cytochrome P450 2C19 activity – biochemical, luminescence, ADME assay, primary screen | inhibition, % at 5 µM | 96,000 tested, 21% active | CYP2C19 Supersomes, luciferin-H EGE luminescence, 30 min | AID 778, 2007;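 active = CYP2C19 inhibition above a set limit at 5 µM in the primary screen, cut at about 50% in these data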;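 note: plate controls were negative control wells for no effect and 2.5 mM tranylcypromine positive control for full effect; values of inactives mirror those of a sister screen read the other way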
Target sequence (P33261 whole entry, looked up): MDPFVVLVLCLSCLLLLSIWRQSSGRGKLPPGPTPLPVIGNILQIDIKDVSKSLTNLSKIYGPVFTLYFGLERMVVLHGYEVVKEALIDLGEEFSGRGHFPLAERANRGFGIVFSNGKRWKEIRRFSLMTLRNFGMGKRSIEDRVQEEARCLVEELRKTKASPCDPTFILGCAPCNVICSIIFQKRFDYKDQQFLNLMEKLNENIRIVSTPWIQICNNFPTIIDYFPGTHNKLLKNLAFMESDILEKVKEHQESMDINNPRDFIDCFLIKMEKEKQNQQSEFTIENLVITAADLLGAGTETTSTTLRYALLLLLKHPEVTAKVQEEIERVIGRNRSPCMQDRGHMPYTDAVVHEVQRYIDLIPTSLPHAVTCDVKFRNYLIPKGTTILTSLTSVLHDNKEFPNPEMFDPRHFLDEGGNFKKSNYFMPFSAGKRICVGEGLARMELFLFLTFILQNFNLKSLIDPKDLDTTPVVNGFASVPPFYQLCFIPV
PLK1 inh = human PLK1 kinase inhibitors, primary screen, biochemical, TR-FRET | 97,000 tested, 0.53% active | inhibition, % at 10 µM | recombinant PLK1 kinase, TR-FRET peptide phosphorylation;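 active = inhibition of 50% or more in the single-concentration screen; inactive = inhibition below 50%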;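 note: 0% = DMSO max control and 100% = H-89 dihydrochloride min control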
CYP2C19 activ = human CYP2C19 activators, primary screen, biochemical, luminescence | recombinant CYP2C19, luciferin-H EGE luminescence; active compounds read high; 0 = fully inhibited enzyme, 1 = untreated enzyme | AID 1025, 2008 | activation factor at 5 µM | 96,000 tested, under 10 active;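 active = activation factor of at least 2 at 5 µM in the primary screen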;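 note: 0 = wells with 2.5 mM tranylcypromine and 1 = vehicle-only wells; values of inactives mirror those of a sister screen read the other way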
* hit, by the source's call; nt = no result given.

Every second line gives: Rev-RRE block | PLK1 inh | PLAP activator | Plk1 PBD FP | CYP2C9 activ | CYP2C9 inh | EphB4 antag | CYP2C19 activ | CYP2C19 inh
Cc1c(C(=O)Oc2cccc3ccccc23)cnn1-c1ccccc1
 : 19 | -10 | 1.2 | -26 | 0.6 | 40 | 4 | 0.3 | 67*
COc1cc2c(cc1OC)CN(CC(=O)Nc1ccc3c(c1)OC(F)(F)O3)CC2
 : 4 | -7 | 1.4 | -11 | 0.6 | 40 | 5 | 0.7 | 30
COc1cc(/C=C/C(C)=O)cc(OC)c1OC
 : 2 | -6 | 0.9 | -13 | 0.9 | 12 | -3 | 0.9 | 8
O=C(CCNS(=O)(=O)c1cccc2nonc12)N1CCN(c2cccc(Cl)c2)CC1
 : 7 | -10 | 1.6 | -21 | 0.8 | 15 | -2 | 0.3 | 68*
CCOc1ccc(NC(=O)CN2CCN(CC(=O)Nc3ccc4c(c3)OCCO4)CC2)cc1
 : nt | nt | 1.1 | nt | 0.8 | 17 | nt | 0.7 | 34
CC(CO)N1CCS(=O)(=O)CC1 (stereo unspecified)
 : 4 | -6 | 1.4 | -3 | 1.1 | -6 | -3 | 1 | -1
O=C(Nc1cccc(F)c1)N1CC=C(n2c(=O)[nH]c3ccccc32)CC1
 : 0 | -18 | nt | -29 | nt | nt | -13 | nt | nt
Cn1c(-c2ccccc2Br)n[nH]c1=S
 : 5 | -4 | nt | -5 | nt | nt | -4 | nt | nt
CSCCC(NC(=O)COc1ccccc1)C(=O)OCC(=O)c1cc2ccccc2o1 (stereo unspecified)
 : 8 | -13 | 1.6 | -18 | 0.6 | 43 | 4 | 0.7 | 28
Cc1[nH]c2ccccc2c1SCCNC(=O)c1ccc(Br)o1
 : 5 | -14 | nt | -17 | nt | nt | 4 | nt | nt
CC1(C)CC(=O)C=C(Nc2ccc(F)cc2F)C1
 : 8 | -8 | 0.8 | 3 | 1 | -4 | 6 | 0.8 | 16
O=C(NNS(=O)(=O)c1ccccc1)c1ccncc1
 : 8 | -4 | 1.1 | -36 | 1.2 | -22 | 0 | 1.2 | -16
CCNc1sc(C(=O)c2cccs2)c(N)c1C#N
 : 5 | 8 | 0.9 | -9 | 1.5 | -46 | 2 | 0.7 | 34
O=C(NCC(=O)N(Cc1ccco1)C(C(=O)NC1CCCC1)c1cccnc1)c1ccco1 (stereo unspecified)
 : 6 | -8 | nt | -5 | nt | nt | -4 | nt | nt
Cc1cccc(NS(=O)(=O)c2cc(C(=O)N3CCc4ccccc4C3)ccc2Cl)c1C
 : 1 | -20 | 1.4 | -25 | 0.4 | 58* | -7 | 0.6 | 36
Cc1nn(CCO)c2c1C(=O)CCC2
 : 5 | -12 | nt | -3 | nt | nt | 6 | nt | nt
COc1cc2c(cc1OC)CN(C(=O)CSc1nnc(C)s1)CC2
 : 2 | -7 | 1 | -6 | 0.8 | 15 | -6 | 0.9 | 8
COC(=O)Cc1c(C)c2ccc(OCC(C)=O)c(C)c2oc1=O
 : 6 | -5 | 1.6 | 3 | 1.1 | -12 | 6 | 1.1 | -11
CSCCC1C(C#N)=C(N)Oc2n[nH]c(-c3cccs3)c21 (stereo unspecified)
 : -2 | -14 | 1.2 | 3 | 0.4 | 55* | -8 | 0.6 | 37
CC(=O)Nc1ccccc1NC(=O)CN(C)S(=O)(=O)c1ccc(C)cc1
 : 3 | -13 | 1.1 | -22 | 1.2 | -16 | 2 | 0.2 | 80*
CCOc1cccc(C2C(C#N)=C(N)Oc3cc(C)oc(=O)c32)c1OCC (stereo unspecified)
 : 4 | -2 | 0.9 | 1 | 0.1 | 90* | 3 | 0.8 | 21
COCc1cc(Sc2ccc(Br)cc2)nc(-c2ccccc2)n1
 : 9 | -10 | 1 | -2 | 0.6 | 40 | -1 | 1 | 3
Fc1cccc(F)c1CSc1nc2ccccc2[nH]1
 : 7 | -12 | 1 | -16 | 0.5 | 49 | 6 | 0.5 | 54*
COc1ccc(S(=O)(=O)N2CCC(C(=O)Nc3ccccc3C)CC2)c2cccnc12
 : 1 | -7 | 1.7 | -14 | 0.7 | 32 | -2 | 0.4 | 63*
CCn1c(C)c(/C=N/Nc2nc3ccccc3s2)c2ccccc21
 : -7 | -6 | 1.1 | -3 | 1 | 4 | 2 | 0.8 | 17
COc1ccccc1COCC(O)CNCC1(N2CCCCC2)CCCCC1 (stereo unspecified)
 : -6 | -9 | 1 | 3 | 1 | 5 | -7 | 1 | 1
Cc1ccc2c(c1)N(CC(=O)NCc1cccs1)C(=O)CO2
 : nt | nt | 0.9 | nt | 1.2 | -18 | nt | 0.3 | 68*
O=C(NC12CC3CC(CC(C3)C1)C2)C1CC(=O)N(c2ccccc2)C1 (stereo unspecified)
 : 0 | -13 | nt | -14 | nt | nt | -1 | nt | nt
COc1cccc2sc(NC(=O)c3ccc(Br)s3)nc12
 : -1 | -17 | 0.9 | -30 | 0.9 | 9 | -2 | 1 | 4
O=C(NC(=Nc1ccccc1)N1CCOCC1)Nc1ccccc1
 : 4 | -7 | 1 | -4 | 0.4 | 56* | -2 | 0.5 | 55*
CCNC(=S)NNC(=O)c1cc(-c2ccccc2C)nc2ccccc12
 : 0 | 0 | 1.2 | -7 | 0.4 | 60* | 6 | 1 | 0
O=C(Cn1cc(C(=O)COc2ccccc2)c2ccccc21)NCc1ccco1
 : 32 | -7 | 1 | 3 | 0.2 | 78* | 5 | 0.6 | 39
CCOC(=O)c1nnn(-c2nonc2-n2cccc2)c1CN1CCC(C(=O)OCC)CC1
 : 6 | -10 | 1.2 | -5 | 0.1 | 95* | -4 | 0 | 98*
O=c1c2ccccc2c2ccccc2c(=O)n1Cc1cccnc1
 : nt | nt | 1 | nt | 0.8 | 20 | nt | 0.6 | 37
CCCC(c1nnnn1Cc1ccco1)N1CCN(C(=O)c2ccco2)CC1 (stereo unspecified)
 : 3 | -7 | 1.2 | 2 | 0.8 | 19 | 0 | 0.7 | 30
NC(=O)C1CCN(c2ncnc3c(-c4ccccc4)nsc23)CC1
 : -2 | 15 | 0.9 | 1 | 0.9 | 13 | -2 | 1 | -2
CCN(CC)S(=O)(=O)N1CCC(C(=O)NCc2ccc(C)cc2)CC1
 : 5 | 1 | 1.2 | -9 | 0.8 | 15 | 6 | 1 | 4
Cc1ccc(C(=O)OC2CCS(=O)(=O)c3sccc32)cc1 (stereo unspecified)
 : 2 | -13 | 0.8 | -17 | 0.8 | 23 | 6 | 0.7 | 35
CCn1c(=O)c2cc(C(=O)NCCN3CCOCC3)sc2c2ccccc21
 : 11 | -22 | 1.6 | -4 | 1.1 | -15 | -4 | 0.8 | 21
c1ccc(-c2cc3c(N4CCOCC4)ncnc3s2)cc1
 : nt | nt | 1.2 | nt | 0.7 | 34 | nt | 0.2 | 79*
Cc1ccc(OCC(=O)N/N=C2\CCOc3c(C)cccc32)cc1
 : 6 | -6 | 0.9 | 4 | 1 | 4 | 3 | 0.6 | 39
O=C(CSc1nnc(-c2ccccc2)o1)N1CCOCC1
 : 3 | 2 | 0.9 | 16 | 1.1 | -10 | -8 | 1.1 | -12
O=P(O)(CN1CCCCC1)CN1CCCCC1
 : nt | nt | 0.9 | nt | 1.1 | -10 | nt | 1 | -1
O=C(NC1CC1)c1cc(F)c(F)cc1Cl
 : 7 | -12 | 1 | -24 | 1.1 | -6 | 4 | 1 | -1
CCN(CC)CCCNC(=O)c1ccc(Cl)c(S(=O)(=O)Nc2ccccc2OC)c1
 : 1 | -9 | 1.3 | -21 | 1 | 3 | -8 | 1 | -2
Cc1ccc2nc(SCC(=O)NCc3ccco3)[nH]c2c1
 : 2 | -8 | 1.1 | 3 | 0.6 | 41 | -1 | 0.8 | 17
COC(=O)CCC(=O)c1oc2ccccc2c1NC(=O)CCCN1C(=O)c2ccccc2C1=O
 : -3 | -5 | 1 | 3 | 0.5 | 48 | 0 | 0.9 | 12
CCOC(=O)c1nn(-c2ccccc2F)c(-c2ccccc2)c1C(=O)c1ccccc1
 : 6 | -1 | 1.3 | -10 | 0.6 | 36 | 1 | 0.7 | 27
COc1ccc(-c2cc(C(F)(F)F)nc(SCC(=O)Nc3sc4c(c3C#N)CCC4)n2)cc1
 : -2 | -17 | 1.6 | -18 | 0.3 | 68* | -3 | 0.7 | 28
COc1cc(NC(=O)NCc2ccncc2)cc(OC)c1OC
 : 3 | 2 | 1 | 20 | 0.3 | 67* | -2 | 0.4 | 62*

New compounds follow.
Every second line gives: Rev-RRE block | PLK1 inh | PLAP activator | Plk1 PBD FP | CYP2C9 activ | CYP2C9 inh | EphB4 antag | CYP2C19 activ | CYP2C19 inh
Cc1cc(C)cc(N(CC(=O)NCC2CCCO2)C(=O)CCC(=O)Nc2cc(C)on2)c1 (stereo unspecified)
 : -2 | 3 | 1.4 | 17 | 0.7 | 26 | -3 | 0.9 | 8
O=C(/C(=C/O)N=Nc1ccc(Cl)cc1)c1ccncc1
 : -3 | 8 | 1 | 3 | 0.5 | 46 | 1 | 0.3 | 66*
CCC(C)(C)NC(=O)Cc1ccc(OC)c(OC)c1
 : 9 | -11 | 0.9 | -25 | 0.9 | 10 | 1 | 0.7 | 27
O=C(CSc1nc2ccccc2[nH]1)N1CCN(c2ccccc2)CC1
 : nt | nt | 1.3 | nt | 0.6 | 44 | nt | 0.5 | 50
O=C(NO)c1ccc(C(=O)N(C2CCCCC2)C2CCCCC2)cc1
 : 6 | -10 | 1.7 | -16 | 1.1 | -6 | -11 | 1.1 | -8
Cc1ccc(O)c(NC(=O)c2cc3nc4c(c(C(F)(F)F)n3n2)CCc2ccccc2-4)c1
 : 8 | -13 | 1 | 8 | 1 | 3 | -2 | 1.1 | -7
CC(C)CCNC(=O)Cn1c(=O)oc2cc(S(=O)(=O)N3CCc4ccccc43)ccc21
 : 13 | 6 | 1.1 | 20 | 0.2 | 83* | -2 | 0.7 | 34
O=S(=O)(CCc1ccccc1)N1CCOCC1
 : nt | nt | 0.9 | nt | 1 | -3 | nt | 0.3 | 70*
Cc1ccc(-n2c(CCC(=O)O)ccc2-c2cccs2)cc1
 : 4 | -9 | 1.1 | -21 | 0.9 | 10 | -1 | 0.9 | 7
CCOc1ccc(CCN2C(=O)C3C4C=CC(C4)C3C2=O)cc1OCC (stereo unspecified)
 : -1 | -17 | 1.1 | -5 | 0.9 | 9 | -1 | 0.5 | 53*
Cc1cc2n(n1)SC(Nc1ccc(F)c(Cl)c1)N2 (stereo unspecified)
 : 4 | -1 | nt | 23 | nt | nt | 8 | nt | nt
O=C(CCSc1ccccc1)Nc1nnc(-c2ccccc2)o1
 : 5 | -17 | 1 | -18 | 0.9 | 13 | 1 | 0.7 | 32
COc1ccc2c(c1)CCc1c(C(=O)N3CC4(C)CC3CC(C)(C)C4)noc1-2 (stereo unspecified)
 : 5 | -17 | 1.2 | 3 | 1 | 4 | -3 | 1.1 | -10
CC(C)(C)NC(=O)CSc1nc(O)cc(=O)n1-c1ccccc1
 : 7 | -8 | 1.2 | 25 | 0.6 | 44 | -1 | 0.9 | 9
O=C(O)CCNS(=O)(=O)c1ccc2c(c1)Cc1ccccc1-2
 : -1 | 2 | 1.6 | -19 | 0.5 | 49 | -1 | 1 | -4
